IMPase Li cell – qHTS Assay for Identifying the Cell-Membrane Permeable IMPase Inhibitors: Potentiation with Lithium. CHO-M1 cells, IP1 TR-FRET (IP-One), carbachol + lithium. Potency, µM (series often up to 59.4 µM), for inactives: top-dose activity, negative = IMPase inhibition, hits mostly inhibitors. hit rate 0.35% among 210,000. AID 1457, 2008;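 further: IP1 builds up when IMPase is blocked and the TR-FRET signal falls; plate controls were basal vehicle for no effect and high inhibitor control for full effect; nearly all actives have a fitted effect of over 50% in size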
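CHO-M1, 2000 cells/well, 16–30 h culture; cpd + low Li+, 30 min 37C; lysis with d2-IP1/Eu-anti-IP1 Ab, 10 min RT; TR-FRET 665/620 ratio and 620 channel; AC50 via Hill.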
GoLoco inh red – qHTS Assay for Inhibitors of RGS12 GoLoco Motif Activity (Red Fluorophore). Guanine nucleotide-binding protein G(i) subunit alpha-1 (Homo sapiens), P63096. Gai1:RGS12 GoLoco peptide FP, rhodamine, 10 min. Potency, µM (highest dose often 61.6 µM), without a hit: at the top dose activity, negative = inhibition, usual class: inhibitors. hit rate 0.44% among 230,000; active means well fitted inhibition curve with a large enough effect, not every such curve was filed as active; inactive means no such curve, though single readings can be large or run the other way; further: on the % scale 0 is the no-effect control and ±100 the full control effect; nearly all actives have a fitted effect of over 30% in size; many of its hits are not listed in these tables
Target sequence (P63096 whole entry, looked up): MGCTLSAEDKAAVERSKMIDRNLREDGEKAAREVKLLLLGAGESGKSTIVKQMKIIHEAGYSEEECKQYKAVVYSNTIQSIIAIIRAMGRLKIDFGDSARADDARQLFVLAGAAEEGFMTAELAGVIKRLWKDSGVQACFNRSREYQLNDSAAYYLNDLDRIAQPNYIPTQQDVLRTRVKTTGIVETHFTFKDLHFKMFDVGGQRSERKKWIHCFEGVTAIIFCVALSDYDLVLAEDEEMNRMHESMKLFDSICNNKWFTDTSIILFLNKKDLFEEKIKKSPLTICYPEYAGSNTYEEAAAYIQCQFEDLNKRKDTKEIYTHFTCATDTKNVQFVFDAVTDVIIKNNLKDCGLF
GAA inh – qHTS Assay for Inhibitors of Human alpha-Glucosidase as a Potential Chaperone Treatment of Pompe Disease; purified human GAA, 4-MU-alpha-glucoside fluorescence; hit rate 0.005% among 200,000; AID 1466, 2008; Lysosomal alpha-glucosidase (Homo sapiens), P10253; Potency, µM (highest dose often 76.9 µM), for inactives: top-dose activity change, negative = inhibition, usual class: inhibitors;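 further: plate controls were uninhibited enzyme wells for no effect and no-enzyme background for full effect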
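Human enzyme at 4 nM with 400 uM 4-methylumbelliferyl-alpha-D-pyranoside, citrate/phosphate buffer pH 5.0, 0.005% Tween-20, 20 min at room temperature. Compounds up to 77 uM. 4-MU fluorescence (Ex 365/Em 440) read after NaOH/glycine stop; AC50 from Hill fit.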
GAA glycogen mod – qHTS Assay for Inhibitors and Activators of Human alpha-Glucosidase Cleavage of Glycogen | Potency, µM (top dose mostly 76.4 µM), without a hit: at the top dose activity change, negative = inhibition, usual class: inhibitors | hit rate 0.38% among 300,000 | Lysosomal alpha-glucosidase (Homo sapiens), P10253 | recombinant GAA, glycogen substrate, Amplex Red glucose oxidase fluorescence;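 further: 0% = full enzyme reaction and -100% = no-enzyme basal signal; the screen sought inhibitors and activators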
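Recombinant human enzyme (4 nM); glycogen substrate; 37 C, 40 min, pH 5.0. Readout: coupled glucose oxidase/Amplex Red fluorescence.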
HttQ103 aggreg – qHTS Multiplex Assay to Identify Dual Action Probes in a Cell Model of Huntington: Aggregate Formation (GFP). hit rate 1.1% among 220,000. Potency, µM (titrated, usually from 46.1 µM), for inactives: top-dose activity change, negative = inhibition, actives largely listed as inhibitors. PC12 HttQ103-GFP aggregates, Acumen cytometry, 40 h; further: on the % scale 0 is the no-effect control and ±100 the full control effect; nearly all actives have a fitted effect of over 60% in size
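Quantitative HTS on tebufenozide-induced (100 nM) PC12 cells stably expressing polyQ103 Huntingtin exon 1–GFP. Reduction of bright GFP aggregates, detected by laser scanning cytometry after lysis, identified actives across the titration.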
HTT cytoprotect – qHTS Multiplex Assay to Identify Dual Action Probes in a Cell Model of Huntington: Cytoprotection (ATP). PC12 HTT-Q103 induced, cytoprotection, ATP luminescence, 40 h. Potency, µM (highest dose often 56.4 µM), without a hit: cytoprotection (ATP increase), actives largely listed as activators. hit rate 0.14% among 230,000. AID 1471, 2008;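 further: % of control where 0% means no effect; nearly all actives have a fitted effect of over 45% in size; toxic huntingtin expression switched on by the ecdysone agonist tebufenozide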
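Readout: ATPlite luminescence (ATP level). Model: stable PC12, inducible Htt exon1 Q103-GFP. Inducer: tebufenozide, 100 nM final. Compounds: dose series. No G418 in medium.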
aGlu spleen mod – qHTS Assay for Inhibitors and Activators of Human alpha-Glucosidase From Spleen Homogenate; Lysosomal alpha-glucosidase (Homo sapiens), P10253; AID 2112, 2009; human spleen homogenate, 4-MU-alpha-glucoside fluorescence; Potency, µM (series often up to 79.9 µM), without a hit: top-dose activity change, negative = inhibition, hits mostly inhibitors; hit rate 0.006% among 240,000;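 further: 0% = enzyme with vehicle and -100% = no enzyme basal signal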
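Compounds were titrated against alpha-glucosidase in spleen homogenate at pH 5.0, with 1 mM 4-methylumbelliferyl substrate for 40 min at 37 C. Reactions were quenched with pH 10 NaOH/glycine and fluorescence measured.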
An asterisk follows results filed as active; ? = inconclusive; / = not tested or not shown; [ ] = another dose, or the depositor's remark. Unless noted, the call rests on the fitted dose curve; in most records, active means well fitted curve in the direction sought with a large enough effect; inconclusive means small, poorly fitted or top-dose-only effect, or another doubt; inactive means no such curve, though single readings can be large; an effect the other way counts as inactive or inconclusive. Potency means the concentration at half of the fitted maximal effect. A portion of the library, so the mix of outcomes need not match the whole.

SMILES | IMPase Li cell | GoLoco inh red | GAA inh | GAA glycogen mod | HttQ103 aggreg | HTT cytoprotect | aGlu spleen mod
COc1ccc(N(CC(=O)N/N=C/c2cccs2)S(=O)(=O)c2ccc(OC)c(OC)c2)cc1 | 9%[38.3 µM] | -9% | -3% | 0% | 5% | -37% | -2%
CN(C)C(=O)N1CCC(C(=O)NC2CCCCCCC2)CC1 | 1% | -7% | 3% | -13% | -3% | -1%[10 µM] | 2%
CCOC(=O)N1CCN(C(=O)c2nn(-c3cc(OC)cc(OC)c3)c(=O)c3ccccc23)CC1 | 0% | 2% | -28% | 3% | 10% | 18%[10 µM] | 3%
CCCc1nc(N2CCOCC2)c(C#N)c2c1CCCC2 | 9%[38.3 µM] | -11% | 5% | -1% | -27% | -37% | -6%
COc1ccc(N2CCN(C(=O)C(OC(C)=O)c3ccccc3)CC2)cc1 (stereo not drawn) | 11%[38.3 µM] | -12% | -3% | 4% | -9% | 20% | -3%
Cc1ccc(NC(=O)CN2CCN(CCN=CC3=C(O)CC(c4ccc(C)cc4)CC3=O)CC2)cc1 (stereo not drawn) | 16% | 10% | 2% | 18% | -6%[9.22 µM] | 15%[10 µM] | -2%
CN(C)C(=O)CSc1nnc(-c2cc(-c3cccs3)nc3ccccc23)o1 | 25%[38.3 µM] | 3% | ? | 8% | -8% | -5% | -1%
O=C1CN(C(=O)/C=C/c2ccco2)c2ccccc2N1 | 3% | 6% | 2% | 6% | 8% | 8% | -24%
COc1cc([N+](=O)[O-])ccc1NC(=O)CSc1n[nH]c(C(C)C)n1 | 7% | 1% | -4% | -3% | ? | 10%[10 µM] | -3%
CS(=O)Cc1cc(Sc2ccccc2)nc(-c2cccnc2)n1 (stereo not drawn) | 4% | 11% | 1% | 2% | 6% | -24% | -2%
CC(N=C1NS(=O)(=O)c2ccccc21)C(=O)NCCCc1ccccc1 (stereo not drawn) | 2% | -2% | 2% | -8% | -11% | -15% | -2%
COc1cc(CN2CCNC(=O)C2CC(=O)NCc2csc(C(C)C)n2)cc(OC)c1 (stereo not drawn) | 6% | -7% | 12% | -2% | -11%[9.22 µM] | -8%[10 µM] | 9%
O=C(CCCN1C(=O)/C(=C/c2cccs2)SC1=S)NNC(=O)c1ccccc1O | 6% | 11% | 3% | 0% | -11% | 26%[10 µM] | -16%
CCOC(=O)c1sc(=NC(=O)c2cccs2)n(C)c1C | ? | -4% | 1% | 12% | 22% | / | -1%
O=C(Nc1c(Cl)cccc1Cl)C1CCC1 | 2%[38.3 µM] | -4% | 4% | -6% | -5% | 0% | 8%
C1=Nc2c(Nc3ccccc3)ncnc2Oc2ccccc21 | -5%[38.3 µM] | -4% | 6% | 7% | -6% | -54%[inhibitor] | 1%
COc1cccc(OCCNc2cc(N3CCCCC3)ccc2[N+](=O)[O-])c1 | 1%[38.3 µM] | -13% | -4% | -3% | ? | -3% | -9%
O=C(COC(=O)c1cccc(C(=O)OCC(=O)NCc2ccc(F)cc2)n1)NCc1ccc(F)cc1 | 2% | -9% | -8% | 10% | -2% | 22%[10 µM] | -6%
Cc1ccc(OCC(=O)N/N=C\c2cn(Cc3ccccc3)c3ccccc23)cc1C | -3% | 1% | -1% | 2% | -23% | 19%[10 µM] | -6%
C[N+]12CCC(CC1)[C@@H](OC(=O)C(O)(c1ccccc1)c1ccccc1)C2 | 10% | 1%[21.6 µM] | / | / | -9%[20.6 µM] | ? | 1%[29.1 µM]
Cc1ccc(C(C)C)c(OCCNC(=S)Nc2cccc3ccccc23)c1 | 13% | 5% | ? | -9% | ? | 8%[10 µM] | -11%
CC(=O)Nc1ccc(S(=O)(=O)N2C3CCCC2CC(NC(=O)C2CCCCC2)C3)cc1 (stereo not drawn) | -12%[38.3 µM] | -6% | 4% | 0% | -4% | 6%[10 µM] | -2%
Brc1ccc(OCc2ccccc2)c(CNCc2ccncc2)c1 | 16%[38.3 µM] | 1% | -10% | 3% | ? | -48%[inhibitor] | -4%
O=C(NC1CCCCC1)c1ccc(S(=O)(=O)c2ccccc2)cc1 | 25% | 9% | -9% | 6% | 5%[9.22 µM] | 3%[10 µM] | -9%
O=C(Nc1ccc2nc(-c3ccco3)c(-c3ccco3)nc2c1)NC1CC1 | 11% | 2% | -11% | -15% | 6% | 19%[1.9 µM] | -6%
CC1=NNC(=O)C1CC(=O)N/N=C(\C)c1cccs1 (stereo not drawn) | 0% | -5% | 1% | ? | ? | 23%[10 µM] | 4%
CCCNCC1C(Oc2ccc(Cl)cc2)C(=O)N1c1ccccc1C (stereo not drawn) | 13% | 1% | 1% | -1% | 8% | 1%[10 µM] | -9%
Nc1ccc2nc(SCC(=O)N3CCN(c4ccccc4)CC3)sc2c1 | / | -16% | / | 0% | -22%[9.22 µM] | -10%[10 µM] | 3%
O=C(CNC(=O)Cc1ccccc1)NCC(=O)OCC(=O)c1ccc(Cl)cc1 | -7% | -8% | 4% | 1% | 3% | 8%[10 µM] | -2%
C=CCn1c(SCc2nc3sc4c(c3c(=O)[nH]2)CCCC4)nc2ccccc2c1=O | 0% | -1% | 5% | -1% | 8% | 19%[10 µM] | 3%
Cc1[nH]c2ccccc2c1C(=O)CSc1ncn[nH]1 | 6% | 2% | 8% | -13% | -15% | 13%[10 µM] | 5%
CN(C)C(=O)c1snnc1-c1ccccc1 | 21%[38.3 µM] | -10% | 5% | -3% | -14% | 2% | 5%
O=C(Nc1ccc2c(c1)OCCO2)C(=S)NCc1ccccc1 | 10% | -1% | -3% | 4% | -13% | 6%[10 µM] | 2%
CC1=CC(C)(C)Nc2ccc(OC(=O)CN3C(=O)c4ccccc4C3=O)cc21 | 8% | -6% | -5% | 2% | ? | / | 0%
COc1nc(NCC(C)C)nc(Oc2ccc(=O)n(-c3ccccc3)n2)n1 | -1%[38.3 µM] | 11% | -15%[15.4 µM] | -6% | 14% | -3% | 2%
COC(=O)c1ccc(CSc2ccc3nnc(-c4cccc(F)c4)n3n2)o1 | 39%[activator][38.3 µM] | -3% | -1% | 1% | 11% | 6%[10 µM] | -5%
CC(C)(C)N(Cc1cc2ccccc2[nH]c1=O)C(=O)c1cccc([N+](=O)[O-])c1 | / | 8% | / | 4% | -8%[9.22 µM] | 16%[10 µM] | -1%
CC(C)Cn1c(N)c(C(=O)CCl)c(=O)n(C)c1=O | -11% | 4% | 3% | -4% | ? | / | 2%
O=C(O)c1cc(-c2cccs2)nn1-c1cccc(Cl)c1 | -20% | -8% | 7% | 11% | -4% | -7% | 4%
Cc1ccc(S(=O)(=O)NC(=O)c2ccc(-c3ccc(-c4ccccc4)cc3)o2)c(C)c1 | -2% | -4% | ? | -2% | 7% | / | -11%
COc1ccccc1C(=O)Nc1ccc(C(=O)N2CCCC2)cc1 | 18%[38.3 µM] | -5% | -3% | 5% | -4% | -23% | 3%
NS(=O)(=O)c1ccc(NC(=O)COC(=O)C23CC4CC(CC(C4)C2)C3)cc1 | -5% | -25% | 3% | -2% | 22% | -69%[0.074 µM] | 7%
CN(C(=O)Nc1ccccc1)n1cnc2ccccc2c1=O | / | 3% | / | 6% | -17%[9.22 µM] | 26%[10 µM] | 5%
CN(C)c1ccc(C(=O)Nc2nnc(C3=COCCO3)o2)cc1 | 7% | 2% | -7% | -7% | -5% | -17% | -5%
Cc1cc(C)c(NC(=S)N2CCC(N(C)CC3CCCO3)CC2)c(C)c1 (stereo not drawn) | 0%[38.3 µM] | 6% | -1% | 7% | 22% | 5% | 1%
CCCOc1ccc(C(=O)NCCCn2ccnc2)cc1 | 4%[38.3 µM] | -1% | ? | 4% | 6% | 4% | 6%
CCN(CC)S(=O)(=O)c1cccc(-c2nnc(SCC(=O)NC3CCCCCC3)n2N)c1 | 6%[38.3 µM] | 7% | ? | -4% | -9% | -1%[10 µM] | -5%

Two entries from above, in markdown:
| smiles | IMPase Li cell | GoLoco inh red | GAA inh | GAA glycogen mod | HttQ103 aggreg | HTT cytoprotect | aGlu spleen mod |
| --- | --- | --- | --- | --- | --- | --- | --- |
| O=C(O)c1cc(-c2cccs2)nn1-c1cccc(Cl)c1 | -20% | -8% | 7% | 11% | -4% | -7% | 4% |
| CN(C)c1ccc(C(=O)Nc2nnc(C3=COCCO3)o2)cc1 | 7% | 2% | -7% | -7% | -5% | -17% | -5% |

Rewritten comma-delimited: entries from further up.
SMILES,IMPase Li cell,GoLoco inh red,GAA inh,GAA glycogen mod,HttQ103 aggreg,HTT cytoprotect,aGlu spleen mod
CN(C)C(=O)c1snnc1-c1ccccc1,21%[38.3 µM],-10%,5%,-3%,-14%,2%,5%
CC(C)Cn1c(N)c(C(=O)CCl)c(=O)n(C)c1=O,-11%,4%,3%,-4%,?,/,2%
Cc1[nH]c2ccccc2c1C(=O)CSc1ncn[nH]1,6%,2%,8%,-13%,-15%,13%[10 µM],5%

Compounds shown so far containing a nitro group on carbon (3):
SMILES | IMPase Li cell | GoLoco inh red | GAA inh | GAA glycogen mod | HttQ103 aggreg | HTT cytoprotect | aGlu spleen mod
COc1cc([N+](=O)[O-])ccc1NC(=O)CSc1n[nH]c(C(C)C)n1 | 7% | 1% | -4% | -3% | ? | 10%[10 µM] | -3%
COc1cccc(OCCNc2cc(N3CCCCC3)ccc2[N+](=O)[O-])c1 | 1%[38.3 µM] | -13% | -4% | -3% | ? | -3% | -9%
CC(C)(C)N(Cc1cc2ccccc2[nH]c1=O)C(=O)c1cccc([N+](=O)[O-])c1 | / | 8% | / | 4% | -8%[9.22 µM] | 16%[10 µM] | -1%
